PostGolgi ctrl = growth of the yeast control strain, post-Golgi counter-screen; efflux-deficient yeast background strain, growth absorbance A615, 16 h; inhibition, % at 10 µM; 98,000 compounds, 5% hits
hDAT+cocaine = changed human dopamine transporter uptake under cocaine IC80 | Q01959 | LLC-PK1 hDAT cells, [14C]-dopamine uptake with cocaine IC80; actives deviate in either direction | B-score at 10 µM | 110,000 compounds, 1.3% hits | AID 449768;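 active = Z score or B-score, a plate-position-corrected score, falls beyond the plate's 99.7% confidence bounds, in either direction; inactive = both scores lie inside the 99.7% bounds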;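 note: scored against the spread of the other compound wells on the same plate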
Target sequence (Q01959 whole entry, looked up): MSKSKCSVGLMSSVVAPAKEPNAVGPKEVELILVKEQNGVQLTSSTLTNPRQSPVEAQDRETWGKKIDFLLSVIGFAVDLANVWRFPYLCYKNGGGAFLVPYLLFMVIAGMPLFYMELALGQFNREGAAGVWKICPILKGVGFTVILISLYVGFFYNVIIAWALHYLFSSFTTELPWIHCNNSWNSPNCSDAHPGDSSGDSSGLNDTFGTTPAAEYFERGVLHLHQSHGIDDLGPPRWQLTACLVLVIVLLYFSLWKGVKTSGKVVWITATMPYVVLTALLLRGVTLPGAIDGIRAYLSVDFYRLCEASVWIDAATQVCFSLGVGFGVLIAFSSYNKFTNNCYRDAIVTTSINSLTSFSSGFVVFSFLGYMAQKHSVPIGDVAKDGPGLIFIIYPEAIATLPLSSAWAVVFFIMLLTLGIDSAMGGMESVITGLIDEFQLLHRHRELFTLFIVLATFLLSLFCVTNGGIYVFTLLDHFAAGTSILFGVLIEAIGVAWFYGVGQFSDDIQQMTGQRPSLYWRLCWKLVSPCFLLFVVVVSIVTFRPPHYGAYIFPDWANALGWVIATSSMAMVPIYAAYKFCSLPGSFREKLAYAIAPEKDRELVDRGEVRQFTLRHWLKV
CYP2C9 inh = inhibitors of human CYP2C9. P11712. CYP2C9 Supersomes, luciferin-H conversion, luminescence. inhibition, % at 5 µM. 96,000 compounds, 20% hits. AID 777;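 active = blocking of liver enzyme CYP2C9 beyond about 50% at 5 µM, limit read from the data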; note: values of inactives mirror those of a sister screen read the other way
LYP act = activators of human LYP (PTPN22) phosphatase | recombinant LYP, DiFMUP fluorescence; 0 = plate median, 100 = signal doubled | Q9Y2R2 | 96,000 compounds, 0.11% hits | activation, % at 2 µM | AID 697;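 active = activation at 2 µM above a set limit, the mean plus 5 SD, cut at about 37% in these data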
PostGolgi yeast = growth inhibition of a yeast mutant, post-Golgi transport screen. post-Golgi transport phenotypic cell assay. AID 739. inhibition, % at 10 µM. 98,000 compounds, 0.9% hits;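 note: yeast cells grown in 1536-well plates; yeast grown about 18 h at 30C before absorbance read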
PTPN22 inh 2 = inhibitors of human LYP (PTPN22) phosphatase; Q9Y2R2; recombinant LYP catalytic domain, DiFMUP fluorescence; inhibition, % at 2 µM; 96,000 compounds, 0.21% hits; AID 640;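 active = inhibition at 2 µM at or above a set limit, the screen mean plus 3 SD, cut at about 24% in these data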;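 note: 0% = DMSO with enzyme and 100% = enzyme fully blocked by orthovanadate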
PTK2B oligo ant = blocks oligomerization of human Pyk2 in cells | Q293 cells, Pyk2 FERM NanoBiT luminescence; active compounds read low | z-score (the deposit names both 25 µM and 10 µM) | 99,000 compounds, 0.83% hits | Q14289;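 active = Z-score of -3 or lower, scaled per plate to the spread of control and sample wells; inactive = z-score above -3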;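 note: negative z-score means lost luminescence so less FERM oligomerization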
CYP2C9 activ = increases human cytochrome P450 2C9 activity | recombinant CYP2C9, luciferin-H conversion, luminescence; active compounds read high; factor 1 = untreated enzyme, 0 = blocked | activation factor at 5 µM | AID 1024 | 96,000 compounds, 1.4% hits | P11712;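 active = activation factor of 2 or more for CYP2C9 at a 5 µM dose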;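 note: 0 = sulfaphenazole-blocked wells and 1 = vehicle-only wells; values of inactives mirror those of a sister screen read the other way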
Ecoli WT expand = E. coli BW25113 growth inhibition, expanded screen; OD600 absorbance; growth inhibition, % at 100 µM; 98,000 compounds, 0.15% hits;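 active = growth inhibition above about 50% at one test dose, limit read from the data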;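 note: growth measured after 20 h incubation at 37 °C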
* hit, by the source's call; / = not tested or not shown. Cut-off read from the data, not from the text of the source, unless noted: active = inhibition above about 30%; inactive = the rest.

Values run as follows: PostGolgi ctrl, hDAT+cocaine, CYP2C9 inh, LYP act, PostGolgi yeast, PTPN22 inh 2, PTK2B oligo ant, CYP2C9 activ, Ecoli WT expand
- N#Cc1cnc(SCCc2ccccc2)nc1N
→ 9, 0.016, 13, -12, 0, 15, -0.28, 0.9, 6
- Cc1ccc(S(=O)(=O)N2CCC(C(=O)Nc3nnc(C4CCCC4)s3)CC2)cc1
→ -8, -0.11, 3, 4, 4, -5, -0.06, 1, -7
- O=C(NC1CCCCC1)C(c1ccc2ncccc2c1)N(Cc1ccco1)C(=O)c1ccc2c(c1)OCCO2 (centres undefined)
→ 11, 0.88, 70*, -12, 4, 14, -1.4, 0.3, -19
- COc1ccc(NC(=O)Nc2ncccc2C)cc1
→ /, -0.8, /, -6, /, 6, 0.08, /, /
- COCCN1C(=O)c2ccc(C(=O)NCc3cccnc3)cc2C1=O
→ -1, -0.45, -2, -2, 11, 1, -0.3, 1, -1
- CCN(CC)CCNC(=O)c1ccc2c(=O)n(C3CCCC3)c(=S)[nH]c2c1
→ -1, -1.6, 4, -7, -5, 8, -0.04, 1, 4
- CC1Cc2ccccc2N1c1ncnc2nc[nH]c12 (centres undefined)
→ 5, 0.058, 23, /, -10, /, /, 0.8, 3
- Cc1ccc(S(=O)(=O)N2CCN(C(=O)COc3ccc(-c4nnco4)cc3)CC2)cc1
→ 0, 0.0027, 30, -4, 12, 1, 1.3, 0.7, -6
- COc1ccc(-n2c(Cc3cccn3C)nnc2SCC(=O)N2CCC(C)CC2)cc1
→ 4, 2.2, 19, /, 3, /, /, 0.8, 0
- Cc1ccc(/C=N/NC(=O)CC2N=C(Cc3ccccc3)NNC2=O)cc1 (centres undefined)
→ /, 0.25, /, -6, /, 7, -0.33, /, /
- COc1cc(CNC2CCCCCC2)cc(OC)c1OC
→ -1, 0.6, -21, 1, -5, -1, 0, 1.2, 2
- Cc1onc(-c2ccccc2)c1C(=O)n1cc(Br)cn1
→ /, -0.98, /, 25, /, -29, -0.29, /, /
- Cc1ccc(S(=O)(=O)N(CC(=O)NCc2ccco2)Cc2ccccc2F)cc1
→ 23, -0.63, 62*, 10, 3, -7, -0.83, 0.4, -1
- Cc1nn(Cc2ccc(Cl)cc2Cl)c(C)c1NC(=O)Cn1nc([N+](=O)[O-])c(Cl)c1C
→ -6, 0.6, 8, 1, 3, 2, 1.9, 0.9, 4
- Cc1c(C(=O)Nc2ccc(F)c(F)c2)oc2ccc(S(=O)(=O)N3CCCCC3)cc12
→ 4, -0.58, 9, 2, 6, -3, -1.5, 0.9, -17
- Cc1cc2ncn(/N=C/c3ccc([N+](=O)[O-])o3)c2cc1C
→ 52*, -0.31, 34, -7, 7, 5, 0.05, 0.7, 7
- COc1cccc(CN(C)C(=O)c2ccc3nccnc3c2)c1
→ -6, 0.00084, 12, 9, -2, -8, -0.53, 0.9, -2
- O=C(NCc1cccnc1)C1CCCN(S(=O)(=O)c2ccccc2)C1 (centres undefined)
→ 3, 0.55, 83*, 0, 5, 0, 2.1, 0.2, 2
- CCCc1c(O)nc(SC2CC(=O)N(c3cc(OC)ccc3OC)C2=O)[nH]c1=O (centres undefined)
→ 0, /, 37, /, -27, /, -0.78, 0.6, -5
- C/C(=N/Oc1nc(C)cc(C)n1)c1ccc(Br)cc1
→ 0, -0.31, 34, 4, -7, -2, 0.54, 0.7, -11
- CN(C)c1nc(N2CCN(c3ccccc3)CC2)c(C#N)c(=O)o1
→ 4, 0.0052, -94, 0, -1, 3, -0.04, 1.9, -1
- NC1=NS(=O)(=O)NC1c1cccc(Cl)c1 (centres undefined)
→ 1, -0.21, -6, 6, -2, -4, -0.04, 1.1, 5
- COc1ccccc1-c1nnc(SCCN2CCOCC2)n1-c1ccc(C)cc1
→ 6, -0.0016, 24, /, -3, /, 0.2, 0.8, 5
- COC(=O)Cc1c[nH]c2cccc(OCC(O)CN(Cc3ccccc3)C(C)C)c12 (centres undefined)
→ /, 1.3, /, 4, /, -3, 0.72, /, /
- COC(=O)c1cccc(N(C(=O)CNC(=O)c2ccco2)C(C(=O)NC2CCCC2)c2ccco2)c1 (centres undefined)
→ 20, -0.22, 64*, 2, 7, 0, -0.1, 0.4, -4
- CCOC(=O)c1[nH]nc(C(=O)c2ccc(Br)cc2)c1O
→ 6, 0.65, 0, -4, 3, 5, 0.12, 1, 2
- Clc1ccc(-c2cc(COc3ccc4ccccc4c3)no2)cc1
→ 5, /, 12, 8, -2, -4, 0.73, 0.9, -7
- O=C(CSc1nnc(C2CC2)n1-c1ccccc1)NCc1ccco1
→ -6, -0.79, 4, 4, -5, -1, 0.2, 1, 7
- O=C(Cn1cnc2c(cnn2-c2ccccc2)c1=O)c1ccc(Cl)cc1
→ -7, 0.17, 6, -2, -8, 0, /, 0.9, 5
- COc1cccc(NC(=O)Cc2nnc(SCC(=O)c3ccccc3)n2C)c1
→ 9, -1.4, /, 4, 2, 0, 0.55, /, -13
- Cc1cccc2cc(C(c3nnnn3Cc3ccccc3)N3CCN(C)CC3)c(=O)[nH]c12 (centres undefined)
→ /, -0.57, 2, /, /, /, 0.26, 1, /
- c1ccc(C2OC3c4cccc5cccc(c45)C3N2c2ccccc2)cc1 (centres undefined)
→ /, -0.34, /, 0, /, -3, -0.45, /, /
- CC(=O)OCC1OC(Sc2cccc3cccnc23)C(OC(C)=O)C(OC(C)=O)C1OC(C)=O (centres undefined)
→ 6, -0.033, 5, 6, -3, -3, 0.04, 1, 12
- CCOc1ccc(-n2c(Cc3cc(=O)[nH]c(=O)[nH]3)nnc2SCC(=O)OC)cc1
→ 2, -1.9, -5, 0, -9, -2, /, 1, -1
- Cc1cc(C)c(C)c(Cn2c(CO)nc3ccccc32)c1C
→ /, 0.35, /, -9, /, 6, 1.2, /, /
- O=C(Cn1cnc2ccccc21)OCC(=O)N1CCCc2ccccc21
→ -12, 1.4, 11, /, -3, /, 1.5, 0.9, 6
- COc1ccc(Br)cc1C1Nc2ccccc2C(=O)N1NC(=O)c1ccncc1 (centres undefined)
→ 6, -0.28, 23, 9, 0, -6, 0.2, 0.8, -1
- CS(=O)(=O)Nc1ccc(C(=O)NCc2ccccn2)cc1
→ 16, -0.16, -3, -6, 2, 5, 0.8, 1, 11
- CCCCn1c(=S)[nH]c2cc(S(=O)(=O)N3CCCCC3)ccc21
→ 7, /, 64*, 1, 0, -4, -0.88, 0.4, 2
- O=C(NC1CCCCC1)N1CCN(c2ccccc2)CC1
→ /, -0.56, /, -4, /, 0, -0.73, /, /
- O=C(CC1SC(=Nc2ccccc2)N(CCCO)C1=O)Nc1ccc(Cl)cc1 (centres undefined)
→ 7, 0.28, 88*, /, 2, /, 0.06, 0.1, 11
- Cc1csc(SCCn2c(Br)nc3c2c(=O)[nH]c(=O)n3C)n1
→ 3, -1.2, /, -11, -2, 10, 0.08, /, -1
- Cc1ccc(CNC(=O)CN2C(=O)C3(OCCCO3)c3ccccc32)cc1
→ 3, -0.09, -11, 2, -8, -4, 0.05, 1.1, 0
- CCOC(=O)c1cn(CC)c2cc(N3CCOCC3)c(F)cc2c1=O
→ -2, 0.17, /, 9, 4, -4, -0.53, /, 22
- CC(C)CN(CC(C)C)S(=O)(=O)c1cc([N+](=O)[O-])ccc1N1CCCCCC1
→ 0, 0.13, 43, -10, 1, 13, -0.63, 0.6, -8
- O=C(Nc1cc2c3c(c1)C1CCCC1CN3CC1CCCC21)c1ccc([N+](=O)[O-])cc1 (centres undefined)
→ -6, 0.87, 96*, -14, -2, 13, -1.1, 0, -3
- O=S(=O)(c1ccc(F)cc1)c1nc(-c2ccc(F)cc2)oc1NCCN1CCOCC1
→ 3, 2.2, 31, /, 7, /, -0.25, 0.7, 3
- O=C(Nc1cc(C(F)(F)F)ccc1N1CCOCC1)c1cccnc1
→ 11, -0.98, 7, 22, 2, -23, 0.6, 0.9, -2
- CC1(C)CC(=O)C2=C(C1)NC(Nc1nc3ccccc3o1)=NC21CCCCC1
→ 8, 0.47, 5, -1, 9, 2, 0.24, 0.9, -13
- COc1ccc(S(=O)(=O)Cc2ccc(C(=O)NCCCN3CCc4ccccc4C3)o2)cc1
→ 10, -0.68, 88*, 2, -2, -4, /, 0.1, 3
- CCCCNC(=O)CSc1nc2cc3c(cc2c(=O)n1CCCN(CC)CC)OCO3
→ -6, 1.1, 10, /, -8, /, -0.08, 0.9, -3
- COC(=O)c1cccc(NC(=O)c2cc3sccc3n2C)c1
→ 23, -0.83, 53*, -7, 14, 6, -1.5, 0.5, -3
- C/C(N)=C(/C#N)C(=O)CSc1nc2ccccc2[nH]1
→ 4, -0.053, 11, 7, 9, -9, 0.99, 0.9, -7
- Cc1ccc(S(=O)(=O)NC(=O)c2cccn2C)cc1
→ 4, 0.73, 6, -5, -1, 8, 0.28, 0.9, -5
- CC(=O)Nc1ccc(C(=O)OC2CCCCC2=O)cc1 (centres undefined)
→ -11, -0.58, 26, -1, -6, 0, 0.43, 0.7, -2
- Cc1ccc2c(c1)NCC(C(=O)NC1CCCCC1)O2 (centres undefined)
→ 21, -0.032, 11, -5, -2, 4, 0.34, 0.9, 2
- Cc1cc2ncn(C(=O)c3c(-c4c(Cl)cccc4Cl)noc3C)c2cc1C
→ 6, 0.15, 69*, 1, -4, -4, 0.55, 0.3, -5
- COc1ccc(C2CC(c3ccccc3)Nc3nc(NC(=O)c4ccco4)nn32)cc1 (centres undefined)
→ -4, 2, 24, -8, 4, 6, -3.7*, 0.8, 12
- COc1ccc(NC(=O)N2CCC(O)(c3cccnc3)CC2)c(OC)c1
→ 4, -1.3, -14, 11, 0, -13, -0.06, 1.1, 3
- CCN1C(=O)CS/C1=N\c1nccs1
→ 5, -0.011, 18, -1, 2, 0, 2.7, 0.8, -3
- Cc1ccc(/C=C(/C#N)C(=O)NC(=O)Oc2ccccc2)cc1
→ 4, 0.1, -22, 6, -1, -2, 0.02, 1.2, 7
- Cc1cc(Cl)ccc1OCCCC(=O)NO
→ 10, 0.075, 34, /, 2, /, -1.2, 0.7, 21
- O=C(O)c1cc(=O)cc(C(=O)O)[nH]1
→ -2, 0.17, -16, -2, -5, 0, 0.15, 1.2, -5

Profiles from above. Order of values: PostGolgi ctrl	hDAT+cocaine	CYP2C9 inh	LYP act	PostGolgi yeast	PTPN22 inh 2	PTK2B oligo ant	CYP2C9 activ	Ecoli WT expand
O=C(NC1CCCCC1)N1CCN(c2ccccc2)CC1 as listed: /	-0.56	/	-4	/	0	-0.73	/	/
Cc1ccc(/C=C(/C#N)C(=O)NC(=O)Oc2ccccc2)cc1 as listed: 4	0.1	-22	6	-1	-2	0.02	1.2	7
c1ccc(C2OC3c4cccc5cccc(c45)C3N2c2ccccc2)cc1 (centres undefined) as listed: /	-0.34	/	0	/	-3	-0.45	/	/
